# Runt-CBFb FRET = inhibitors of RUNX1 Runt–CBFb binding, primary screen, biochemical, FRET, Cerulean-Runt, Venus-CBFb, uHTS. inhibition, % at 20 µM. AID 1496, 2009. Cerulean-Runt/Venus-CBFb FRET ratio 530/480, 1 h. 220,000 compounds, 0.46% hits;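 active = inhibition over about 50% at 20 µM in the single-dose screen, limit read from the data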;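 note: 0% = DMSO wells and 100% = excess unlabeled CBFb competitor control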
# Target sequence (Q01196 whole entry, looked up): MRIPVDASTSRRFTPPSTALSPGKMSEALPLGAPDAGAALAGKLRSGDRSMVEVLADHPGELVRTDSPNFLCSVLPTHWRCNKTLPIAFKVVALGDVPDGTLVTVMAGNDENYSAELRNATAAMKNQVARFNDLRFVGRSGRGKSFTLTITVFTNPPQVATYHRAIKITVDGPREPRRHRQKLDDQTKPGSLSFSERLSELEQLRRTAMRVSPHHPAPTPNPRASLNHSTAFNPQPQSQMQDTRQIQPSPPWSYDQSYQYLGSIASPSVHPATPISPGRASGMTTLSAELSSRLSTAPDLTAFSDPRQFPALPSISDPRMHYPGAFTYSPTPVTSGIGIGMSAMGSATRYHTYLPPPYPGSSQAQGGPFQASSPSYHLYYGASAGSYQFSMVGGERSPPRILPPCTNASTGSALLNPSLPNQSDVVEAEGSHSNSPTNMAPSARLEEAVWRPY
# Target sequence (Q13951 whole entry, looked up): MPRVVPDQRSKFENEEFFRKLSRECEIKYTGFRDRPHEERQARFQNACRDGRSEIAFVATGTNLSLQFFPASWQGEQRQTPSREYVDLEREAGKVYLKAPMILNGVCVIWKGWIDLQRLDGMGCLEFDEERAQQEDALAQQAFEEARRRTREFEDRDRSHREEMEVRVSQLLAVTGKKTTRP
#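 Assay system: Cerulean-Runt domain fusion protein, energy donor; Signal: fluorescence energy transfer, 422 nm excitation, 530/480 nm emission; Timing: 1 h compound exposure, room temperature; Control set: unlabeled CBFb; Medium: Tris buffer pH 7.5 with salts and BSA; Compound: single test concentration of 20 µM, 1% DMSO final; Probe or stimulus: Venus-CBFb 100 nM.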
# Hck Nef HTS = inhibitors of Nef-activated human Hck kinase, primary screen, biochemical, Z-Lyte FRET, 384-well, Hck-YEEI; Tyrosine-protein kinase HCK (Homo sapiens), P08631; Recombinant Hck-YEEI plus Nef, Z-Lyte FRET kinase assay; inhibition, % at 20 µM; 220,000 compounds, 0.68% hits;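 active = Hck-Nef kinase inhibition above about 50%, limit read from the data; inactive = inhibition below that limit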;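 note: 0% = DMSO with Hck plus Nef and 100% = Hck alone without Nef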
# EBV gp42 block = Epstein-Barr virus gp42 inhibitors, primary screen, biochemical, uHTS, fluorescence polarization. inhibition, % (tested at 21.74 µM). Fluorescence polarization binding assay, mP read-out. Glycoprotein 42 (Epstein-Barr virus (strain AG876)), Q1HVG2. AID 1085, 2008. 220,000 compounds, 0.42% hits; in the data active = inhibition above about 50%
# MDM2 E3 inh = MDM2-luciferase reporter signal enhancers, primary screen, MDM2 E3 ligase inhibitor project, cell-based, luminescence, 1536-well; E3 ubiquitin-protein ligase Mdm2 (Homo sapiens), Q00987; signal enhancement, % at 5 µM; cell-based MDM2 ubiquitination luciferase reporter, 2 h; 0 = plate control, 100 = twice control, blank-subtracted; 210,000 compounds, 0.11% hits;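 active = signal enhancement of 30% or more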;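 note: luminescence tracks abundance of the self-degrading MDM2-luciferase fusion protein; higher signal means inhibition of MDM2 E3 ligase activity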
#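 Material: stable MDM2–luciferase fusion reporter cells / Quantity: 2000 cells/well / Dosing: single 5 µM compound dose, 0.2% final DMSO / Buffer or medium: DMEM / Schedule: 4 h cell settling then 2 h compound exposure, 37 °C / Detection: luminescence with SteadyLite reagent, 15 min at room temperature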
# TbHK1 inh = Trypanosoma brucei hexokinase 1 inhibitors, primary screen, biochemical, G6PDH-coupled NADH absorbance, MLSCN library. hexokinase 1 [Trypanosoma brucei]. recombinant TbHK1, G6PDH-coupled NADH A340. inhibition, % at 10 µM. 220,000 compounds, 0.11% hits;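 active = inhibition of 50% or more in the single-dose primary screen; inactive = inhibition below 50%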
# NCF1 inh = p47phox/p22phox peptide binding inhibitors, primary screen, biochemical, uHTS, NADPH oxidase regulatory subunit | AID 1274, 2008 | 220,000 compounds, 0.53% hits | inhibition, % at 24.7 µM | Neutrophil cytosol factor 1 (Homo sapiens), P14598 | fluorescence polarization, 2 h;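 active = inhibition above about 30%, limit read from the data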;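 note: 0% = p47phox with labelled peptide and 100% = labelled peptide alone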
# zVAD death inh = inhibitors of zVAD-triggered necroptosis, primary screen, L929 cells; AID 1377, 2008; viability rescue, % at 10 µM; 220,000 compounds, 0.38% hits; L929 zVAD necroptosis rescue, ATP luminescence, 24 h; with zVAD 60 µM;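 active = activation, scaled between plate controls, above about 75%, limit read from the data; inactive = activation under that limit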;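 note: 0% = zVAD with DMSO and 100% = DMSO alone without zVAD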
# Runt-SMMHC FRET = inhibitors of RUNX1 Runt–CBFb-SMMHC binding, primary screen, biochemical, FRET, Cerulean-Runt, Venus-CBFb-SMMHC, uHTS. Runt-related transcription factor 1 (Homo sapiens) + Core-binding factor subunit beta …. Cerulean-Runt/Venus-CBFb-SMMHC FRET ratio 530/480, 1 h. inhibition, % at 20 µM. 220,000 compounds, 0.74% hits. AID 1434, 2008;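 active = mean inhibition across duplicate retests at 20 µM reaching about 50%, limit read from the data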;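 note: 0% = DMSO wells and 100% = wells with excess untagged CBFb-SMMHC; inhibitors lower the FRET ratio by blocking Runt binding to CBFb-SMMHC; some results filed as inactive read as strong as hits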
# 14-3-3 Bad inh = inhibitors of 14-3-3 zeta/Bad binding, primary screen, biochemical, TR-FRET, bovine 14-3-3 zeta; TR-FRET 14-3-3zeta/Dy647-pBad peptide displacement, 1 h; 14-3-3 protein zeta/delta (Bos taurus), P63103; inhibition, % at 21.7 µM; 220,000 compounds, 0.71% hits; AID 781, 2007;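 active = inhibition above about 70%, limit read from the data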;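 note: 0% = full 14-3-3 plus peptide FRET controls and 100% = background without 14-3-3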
# Target sequence (P63103 whole entry, looked up): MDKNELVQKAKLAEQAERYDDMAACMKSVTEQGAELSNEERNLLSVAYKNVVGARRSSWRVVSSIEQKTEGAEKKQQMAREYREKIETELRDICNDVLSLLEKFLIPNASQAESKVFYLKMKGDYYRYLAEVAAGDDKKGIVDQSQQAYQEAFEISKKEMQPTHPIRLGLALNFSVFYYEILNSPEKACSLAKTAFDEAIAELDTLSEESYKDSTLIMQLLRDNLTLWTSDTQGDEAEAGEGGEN
# The depositor's hits bear a star; x = no result given; [ ] = dose if it differs, or a comment. The order is random; 3.2% or so of the library scored in one or more.
SMILES,Runt-CBFb FRET,Hck Nef HTS,EBV gp42 block,MDM2 E3 inh,TbHK1 inh,NCF1 inh,zVAD death inh,Runt-SMMHC FRET,14-3-3 Bad inh
O=[N+]([O-])C(=c1ccc2c(c1)N1C3=C(CCCC3)CC3CCCCC31N=2)[N+](=O)[O-] (centres undefined),-5,73*,-19,-17,-9,32*,22,2,17
COc1ccc(N2CCN(CCCNC(=O)CN3CCN(Cc4ccccc4C)C3=O)CC2)cc1,1,1,12,-7,6,5,0.2,1,6
CC1CCCCC1NC(=O)CSc1nnc(COc2ccccc2Cl)o1 (centres undefined),1,2,-9,-16,-5,-5,2.5,1,-12
[O-]/C(=C(\C(=S)Nc1ccc(SC(F)F)cc1)[n+]1ccccc1)c1ccc(Cl)cc1Cl,2,23,-3,-31,-12,-63,5.2,-1,-33
COc1ccccc1C(OC(=O)c1ccco1)C(=O)NC(C)(C)C (centres undefined),-4,-1,-18,-5,-2,-8,1.2,-2,10[fluorescence artefact?]
CCOC(=O)C1CCCN(CCC(=O)Nc2cc(C)cc(C)c2)C1 (centres undefined),-1,26,-4,-9,-2,-7,1.6,1,-13
COc1ccc(Oc2nnc(-c3ccccc3)cc2C#N)cc1,-2,0,-17,-11,3,-13,0.4,-1,11
COC(=O)c1ccc(OCc2cc(=O)n3ccsc3n2)cc1,1,5,6,-3,-6,-8,-0.1,0,56
CCOc1ccc(N(CC(=O)Nc2cccc(OC)c2)S(=O)(=O)c2c(C)noc2C)cc1,-2,16,-9,-13,4,-25,0.1,-1,0
COc1ccc(-n2nc(C)c3onc(C)c3c2=O)cc1,3,8,-2,-19,-8,-5,1.0,-6,1
CCN(C(=O)c1cc(Cl)ccc1OC)c1ccccc1,0,1,-8,-14,-1,-9,-0.1,1,-11[fluorescence artefact?]
O=C1CC(N2CCN(C/C=C/c3ccccc3)CC2)C(=O)N1Cc1cccs1 (centres undefined),0,-1,-17,0,0,-4,0.0,2,-2
O=C(CSc1nc2ccccc2[nH]1)N1CCCCC1,3,1,0,-5,1,-21,-0.4,-5,10
COc1ccc(NC(=O)Cn2c(=O)n(CC(=O)NCc3ccco3)c(=O)c3ccccc32)cc1,-2,3,-21,-12,0,-24,0.0,-1,7
Cc1ccc(F)cc1NCC(=O)Nc1ccc(Cl)cc1F,0,0,-13,-13,13,-6,0.2,-3,12[fluorescence artefact?]
CSc1nc(N)nc(-c2cccs2)c1C#N,0,9,-13,-12,-21,-17,1.2,-4,-1[fluorescence artefact?]
O=c1[nH]cnc2c1sc1nc3c(c(-c4ccc(Cl)cc4)c12)CCC3,0,14,6,-16,-5,7,-1.0,0,2
Cc1ccc(N(Cc2ccco2)C(=O)c2cccc(S(=O)(=O)N(C)C)c2)cc1,0,5,-4,-7,1,-15,-0.9,0,-13[fluorescence artefact?]
COc1ccc(C)cc1-n1nnnc1SCc1nc2ccccc2c(=O)[nH]1,0,-8,4,3,3,5,0.9,-1,-8
CCOC(=O)CCCSc1nc2sc3c(c2c(=O)[nH]1)CCC3,0,6,-23,-8,-13,-2,-0.8,1,8
CCNC(=O)CN(CCc1ccccc1)S(=O)(=O)c1ccc(OC)cc1,1,-2,-4,3,2,-49,-0.1,1,20[fluorescence artefact?]
CCN(C(=O)Cc1cccs1)c1nnc(-c2cc(OC)c(OC)c(OC)c2)s1,-3,0,-4,-16,-12,-13,-0.2,-10,-1
COc1c(Cl)cnn(-c2ccccc2)c1=O,-2,2,-9,4,27,-9,-0.8,3,-21[fluorescence artefact?]
Cc1ccn(C(=O)c2ccc(NC(=O)C3CCCCC3)cc2)n1,1,11,181*,-6,-1,-23,0.2,3,-8
Cc1ccc(N2C(=O)C3C4C=CC(CNC(=S)Nc5ccc(F)cc5)(O4)C3C2=O)cc1 (centres undefined),24,-2,8,-7,34,-14,-0.6,17,-11[fluorescence artefact?]
O=C(CN1C(=O)NC2(CCSC2)C1=O)N1CCN(c2ccc(F)cc2)CC1 (centres undefined),-4,2,x,x,1,x,2.8,1,x
NC(=O)CC1SC(N)=NC1=O (centres undefined),0,3,-28,-14,-2,-6,0.7,-1,x
Nc1cc(OC(=O)c2cccs2)nn1S(=O)(=O)c1ccccc1,2,4,4,-14,2,-3,0.7,-4,3
COc1cccc(C(=O)Nc2ccc(N3CCN(S(C)(=O)=O)CC3)cc2)c1,-1,2,0,-9,-5,-20,-0.6,1,-3
Cc1ccc(N2C(=O)c3ccccc3C2Nc2ccc(S(=O)(=O)N3CCOCC3)cc2)nc1 (centres undefined),2,1,-5,-10,-1,-18,-0.2,1,9
COc1ccc(NC(=O)CSc2nc3c(c(=O)n2-c2ccccc2OC)SCC3)cc1,1,19,6,-12,-20,-18,0.4,2,1
O=S(=O)(Cc1ccccc1)Nc1ccc(S(=O)(=O)NCC2CCCO2)cc1 (centres undefined),0,-1,7,-2,5,-7,0.3,-3,19
CCOc1ccc(NC(=O)NCc2ccco2)cc1,0,4,-2,1,-11,-1,-0.3,2,-14
Cc1cc(C)nc(SC(C)CNS(=O)(=O)c2ccccc2)n1 (centres undefined),0,-7,7,-10,0,-4,0.2,-1,-5
O=C(CSCc1ccc(Cl)c(Cl)c1)Nc1c[nH]c(=O)[nH]c1=O,0,0,6,-3,0,2,0.3,3,-7[fluorescence artefact?]
COc1cc(C(=O)NCc2cn3cccc(C)c3n2)cc(OC)c1OC,0,0,-8,-17,-6,2,1.8,-2,12[fluorescence artefact?]

# Shown field by field: entries from further up
O=S(=O)(Cc1ccccc1)Nc1ccc(S(=O)(=O)NCC2CCCO2)cc1 (centres undefined)
  Runt-CBFb FRET = 0	Hck Nef HTS = -1	EBV gp42 block = 7	MDM2 E3 inh = -2	TbHK1 inh = 5	NCF1 inh = -7	zVAD death inh = 0.3	Runt-SMMHC FRET = -3	14-3-3 Bad inh = 19

CCOc1ccc(NC(=O)NCc2ccco2)cc1
  Runt-CBFb FRET = 0	Hck Nef HTS = 4	EBV gp42 block = -2	MDM2 E3 inh = 1	TbHK1 inh = -11	NCF1 inh = -1	zVAD death inh = -0.3	Runt-SMMHC FRET = 2	14-3-3 Bad inh = -14

# Other compounds:
SMILES,Runt-CBFb FRET,Hck Nef HTS,EBV gp42 block,MDM2 E3 inh,TbHK1 inh,NCF1 inh,zVAD death inh,Runt-SMMHC FRET,14-3-3 Bad inh
Cc1ccc(Oc2nn[nH]n2)cc1,0,0,-6,-8,-5,6,0.3,6,29[fluorescence artefact?]
O=C(COc1ccc(Br)cc1)Nc1cc(S(=O)(=O)N2CCCCC2)ccc1N1CCCCC1,1,2,-9,x,4,-20,-0.1,5,4
Cc1ccccc1OCC(O)CN1CCN(CCN2C(=O)c3cccc4cccc(c34)C2=O)CC1 (centres undefined),-2,2,-8,-6,-26,8,1.7,-4,18[fluorescence artefact?]
Cc1c(CCC(=O)O)c(=O)oc2cc3occ(-c4ccc(F)cc4)c3cc12,-4,1,-6,11,-18,-8,-0.1,-2,3
CCCN(CCC)C(=O)CC(c1ccccc1)c1ccco1 (centres undefined),4,8,-15,-14,-2,-7,-0.2,-8,3
CC(NC(=S)NNS(=O)(=O)c1ccc(C(C)(C)C)cc1)c1ccccc1 (centres undefined),2,26,-2,2,6,-10,10,1,-7
COc1ccc2[nH]c(C)c(CCN(Cc3cccs3)C(=S)Nc3ccccc3)c2c1,-10,-1,9,-9,-2,-31,0.3,-62,6
O=C(N/C(=C\c1ccc2c(c1)OCO2)C(=O)N1CCOCC1)c1cccs1,1,2,-6,-1,-22,-23,0.1,8,3
CC(C)CNC(=O)COc1ncnc2ccccc12,0,0,-15,-7,-3,-3,0.2,-2,5[fluorescence artefact?]
CC(OC(=O)c1cc(=O)[nH]c2ccccc12)c1ccccc1 (centres undefined),0,2,26,-4,-5,-11,0.8,0,13
CCOC(=O)c1c(N)sc(C(=O)N(CC)CC)c1C,-1,18,-22,-5,3,2,17,-1,-1
Cn1cc(/C=N/NC(=O)c2ccc(C#N)cc2F)c2ccccc21,-3,16,-3,1,-41,-5,20,0,-10
Cc1ccc(C2CC(c3ccccc3)n3ncnc3N2)cc1 (centres undefined),0,-7,3,-11,2,2,0.5,1,5
Cc1ccccc1C(=O)Nc1ccc(C(=O)N/N=C/c2ccc(F)cc2)cc1,3,-8,-7,-3,1,-3,2.0,0,14
CC1CC(C)CN(C(=O)c2ccccc2Nc2ccc(SC(F)F)cc2)C1 (centres undefined),-5,0,-16,-9,7,25,0.8,-1,9
CCOC(=O)CCNC(=O)Nc1ccc2nc(C)n(Cc3cccc(Cl)c3)c(=O)c2c1,-3,-1,4,-13,23,-8,-0.2,2,0
NC(=O)c1c(NC(=S)Nc2ccc(F)cc2)sc2c1CCCC2,26,25,-15,4,-9,-6,4.3,4,-10
Cc1nn(-c2ccc(F)cc2)c(C)c1CN1CCN(CCc2ccccc2)C(CCO)C1 (centres undefined),-1,-8,-9,-16,-6,-3,-1.3,-2,3
OCCNc1ncnc2c1sc1nc(N3CCOCC3)c3c(c12)CCC3,1,20,1,-11,-35,1,27,0,48
CC(C)CN1C(=O)C(=O)N(CC(=O)NCc2ccc3c(c2)OCO3)C1=O,3,-2,1,-23,-6,-16,0.2,-3,-8
Cc1cccc(-n2cnc3cc(C(=O)N4CCCCC4)ccc32)c1,0,1,7,-14,6,-7,2.2,2,-6
CC1CCc2c(nc3ncnn3c2N2CCN(c3ccccc3)CC2)C1 (centres undefined),-3,0,5,-9,-10,-7,-0.4,0,7
COc1ccccc1C(=O)Nc1cc2ccccc2oc1=O,0,-2,-17,-7,-38,-12,0.5,-4,-8
CCn1c(=O)c(C(=O)CN2CCN(S(=O)(=O)c3cc(C)ccc3C)CC2)c(N)n(Cc2ccccc2)c1=O,-7,-1,12,12,-1,-67,-0.3,0,-9
CCOC(=O)CN(C(=O)CSc1nnc(CNc2ccc(F)cc2)n1CC)c1ccc(F)cc1,-2,1,-14,-23,-9,-6,0.4,-1,-15
Cn1cc(CN2CC3C[C@@H]4CC2C[C@H](C3)C4)c(-c2ccc3c(c2)OCCO3)n1,3,20,1,1,2,-2,-2.0,2,-7
O=C(CSc1ncnc2c1oc1ccccc12)Nc1ccccc1C(F)(F)F,-4,-1,-9,-15,-5,-7,1.2,8,-5[fluorescence artefact?]

# High-throughput results (PubChem BioAssay)
